Source: PubChem BioAssay (National Center for Advancing Translational Sciences (NCATS))
mIDH1 inhibitor = human IDH1 R132H inhibition; O75874; IDH1-R132H enzyme, NADPH consumption, diaphorase/resazurin fluorescence; Potency, µM (series often up to 76.6 µM), for inactives: at the highest dose activity change, negative = inhibition, usual class: inhibitors; hit rate 0.093% among 390,000; AID 602179; note: potency is the fitted concentration of half-maximal effect; % is set by controls: 0 for no effect and ±100 for the full control effect; nearly all actives have a fitted effect of over 65% in size
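IDH1-R132H (0.5 ug/mL) preincubated 30 min with compound, then NADPH (0.016 mM) and alpha-KG (2 mM) added; 80 min at RT, pH 7.5. Remaining NADPH coupled via diaphorase/resazurin to fluorescence (540/590 nm); concentration-response curves normalized to no-enzyme control.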
GRP78 ERSR act = induces the endoplasmic reticulum stress response in human glioma cells; U87-MG GRP78 promoter luciferase reporter, 16 h; Potency, µM, for the others: top-dose activation, hits mostly activators; hit rate 0.02% among 420,000; note: potency is the fitted concentration of half-maximal effect; series mostly up to about 76 µM; % of control where 0% means no effect; nearly all actives have a fitted effect of over 35% in size
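Stably transfected U87-MG human glioma cells carrying a GRP78-based luminescent sensor were seeded at 1000 cells/well, pin-dosed with compounds and incubated 16 h. Luciferase reagent was then added, and end-point luminescence was read after 10 min at room temperature.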
USP1-UAF1 inh = USP1/UAF1 (human) deubiquitinase inhibition; O94782; Potency, µM (top dose mostly 57.1 µM), for the others: at the highest dose activity change, negative = inhibition, actives largely listed as inhibitors; recombinant USP1/UAF1, Ub-Rhodamine cleavage fluorescence; hit rate 0.23% among 390,000; note: potency is the fitted concentration of half-maximal effect; % is set by controls: 0 for no effect and ±100 for the full control effect; nearly all actives have a fitted effect of over 60% in size; inactives centre near -12
Target sequence (O94782 whole entry, looked up): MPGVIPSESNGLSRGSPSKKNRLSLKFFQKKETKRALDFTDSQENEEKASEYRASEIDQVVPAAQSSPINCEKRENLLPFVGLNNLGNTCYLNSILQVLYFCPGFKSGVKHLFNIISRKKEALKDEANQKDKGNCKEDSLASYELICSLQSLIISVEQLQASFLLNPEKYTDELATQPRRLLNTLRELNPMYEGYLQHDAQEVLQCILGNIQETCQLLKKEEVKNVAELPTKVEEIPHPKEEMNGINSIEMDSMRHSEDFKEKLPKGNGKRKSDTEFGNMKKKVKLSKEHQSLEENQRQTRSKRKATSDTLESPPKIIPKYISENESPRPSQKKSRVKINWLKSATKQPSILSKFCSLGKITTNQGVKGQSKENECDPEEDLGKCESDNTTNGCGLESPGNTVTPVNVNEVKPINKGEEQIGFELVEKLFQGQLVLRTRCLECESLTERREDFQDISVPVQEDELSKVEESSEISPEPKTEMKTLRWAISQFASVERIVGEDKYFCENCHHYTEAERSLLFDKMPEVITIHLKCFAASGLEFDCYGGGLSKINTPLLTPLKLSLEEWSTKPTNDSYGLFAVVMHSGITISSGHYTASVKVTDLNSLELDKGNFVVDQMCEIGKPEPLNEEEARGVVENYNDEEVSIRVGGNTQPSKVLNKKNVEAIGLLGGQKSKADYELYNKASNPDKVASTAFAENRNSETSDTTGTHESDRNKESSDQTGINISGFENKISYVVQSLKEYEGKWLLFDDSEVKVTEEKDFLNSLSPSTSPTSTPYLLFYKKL
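USP1/UAF1 complex (1 nM) preincubated 15 min at room temperature with compound, then Ub-Rho substrate (150 nM final) added. Kinetic fluorescence at 480/540 nm over 6 reads at 60 s intervals; 50 mM HEPES pH 7.8, 0.5 mM EDTA, 0.1 mg/ml BSA, 1 mM TCEP, 0.01% Tween-20.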
TrxR1 inh = blocks rat thioredoxin reductase 1. hit rate 1% among 390,000. Potency, µM (series often up to 114 µM), for the others: at the highest dose activity change, negative = inhibition, usual class: inhibitors. recombinant rTrxR1, NADPH fluorescence consumption, selenite substrate. O89049. AID 588453; note: potency is the fitted concentration of half-maximal effect; % is set by controls: 0 for no effect and ±100 for the full control effect; nearly all actives have a fitted effect of over 65% in size
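Rat TrxR1 (90 nM in the dispensed reagent) was pre-reduced with 400 uM NADPH for 5 min at room temperature, then incubated with compound for 15 min. After 400 uM selenite was added, NADPH fluorescence (Ex 340/Em 450 nm) was followed for 8 min.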
LDHA block = LDHA (human) enzyme inhibition; activity change, % (values are at about 110 or 230 µM); P00338; AID 1347041; hit rate 0.15% among 480,000; purified LDHA, NADH/diaphorase-resazurin fluorescence; hits give low values; in the data active = activity change below about -30%; inconclusive = mostly about -25% to -30%;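 note: plate controls were DMSO wells for no effect and wells without enzyme for full effect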
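Human LDH5 at 2 nM final in Tris HCl pH 7.4 with 0.06 mM NADH and 0.2 mM pyruvate, reacted 5 minutes at room temperature. Remaining NADH coupled via diaphorase/resazurin; resorufin fluorescence read at 0 and 20 minutes, normalized to enzyme-free and DMSO wells.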
RGS4 inhibitor = blocks human RGS4-accelerated GTP hydrolysis; P49798; Transcreener GDP fluorescence polarization, RGS4-accelerated GTP hydrolysis; Potency, µM (series often up to 114 µM), for inactives: top-dose activity change, negative = inhibition, most hits filed as inhibitors; hit rate 0.039% among 390,000; AID 504845; note: potency is the fitted concentration of half-maximal effect; % is set by controls: 0 for no effect and ±100 for the full control effect; nearly all actives have a fitted effect of over 75% in size; some results filed as inactive show a strong effect at the top dose
Target sequence (P49798 whole entry, looked up): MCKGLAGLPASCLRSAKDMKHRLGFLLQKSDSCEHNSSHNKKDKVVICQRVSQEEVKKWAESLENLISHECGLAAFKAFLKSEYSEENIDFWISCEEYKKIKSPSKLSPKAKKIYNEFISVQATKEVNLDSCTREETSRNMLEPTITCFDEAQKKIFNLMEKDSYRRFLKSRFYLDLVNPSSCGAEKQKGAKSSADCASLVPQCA
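MLSMR compounds (23 nl, pin-transferred) preincubated 10 min at room temperature with a 500nM (2x) first reagent, then RGS4 at 900nM (2x) plus Transcreener GDP mix added; fluorescence polarization (620/688 nm) read before and after 90 min at 30 °C.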
TrxR1 substrate = rat thioredoxin reductase 1 substrate activity | O89049 | purified TrxR1 substrate turnover, NADPH consumption readout | Potency, µM (series often up to 114 µM), for inactives: at the top dose activity change, negative = substrate turnover | hit rate 0.01% among 390,000; note: potency is the fitted concentration of half-maximal effect; % is set by controls: 0 for no effect and ±100 for the full control effect; nearly all actives have a fitted effect of over 50% in size
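Rat TrxR1, dispensed at 90 nM, was prereduced with 400 uM NADPH (final) for 5 min at ~22 deg C, then incubated with compound 15 min before 400 uM selenite. A first-read NADPH fluorescence drop versus no-compound background flagged substrates.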
Vif-A3F inh = Vif-A3F binding inhibition; hit rate 0.2% among 390,000; Potency, µM (doses to about 46.1 µM), for inactives: top-dose activity, negative = active; HeLa A3F-eYFP + Vif (tagged APOBEC3F with the HIV-1 protein that degrades it), YFP fluorescence increase; note: potency is the fitted concentration of half-maximal effect; % of control where 0% means no effect; nearly all actives have a fitted effect of over 65% in size
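Fluorescence increase (Ex 488/Em 500-530) after overnight compound treatment at 37 deg C flags inhibition of Vif-driven A3F-eYFP loss in stable HeLa A3F-eYFP/Vif cells seeded overnight beforehand.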
Vif-A3G inh = blocks the Vif interaction with human APOBEC3G; HeLa A3G-eYFP + Vif (tagged APOBEC3G with the HIV-1 protein that degrades it), YFP fluorescence, overnight; Potency, µM (top dose mostly 46.1 µM), for inactives: at the top dose activity, negative = active, actives largely listed as inhibitors; AID 602310; Q9HC16; hit rate 0.076% among 410,000;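 note: potency is the fitted concentration of half-maximal effect; % is set by controls: 0 for no effect and ±100 for the full control effect; nearly all actives have a fitted effect of over 60% in size; hits raise eYFP signal because A3G escapes Vif-driven loss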
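Read-out is eYFP fluorescence (Ex 488/Em 500-530) from Vif-expressing HeLa A3G-eYFP cells; more signal means A3G escaped Vif-mediated degradation. Cells plated overnight, compound pinned in, incubated overnight at 37 deg C.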
Active calls of the source: *; ? = inconclusive; nt = no result given; & = joins results of further samples; [ ] = another dose, or the depositor's remark. Unless noted, calls come from the whole dose curve; as a rule, active = well fitted curve in the direction sought with a large enough effect; inconclusive = small, poorly fitted or top-dose-only effect, or another doubt; inactive = no such curve, though single readings can be large; an effect the other way counts as inactive or inconclusive.

Values run as follows: mIDH1 inhibitor | GRP78 ERSR act | USP1-UAF1 inh | TrxR1 inh | LDHA block | RGS4 inhibitor | TrxR1 substrate | Vif-A3F inh | Vif-A3G inh
> CC(C)OC(=O)C1C(=O)CC(C)(O)C(C(=O)OC(C)C)C1c1cccc(O)c1 (stereo not given)
    4% | -2% | 4% | 1% | 4 | -20% | -4% | 0% | -3%
> O=C(CSc1n[nH]c(-c2ccccc2)n1)c1ccc(O)c(O)c1
    7% | -1% | -3% | -5% | 8 | -12% | -3% | -5% | 1%
> COc1ccccc1N(C)S(=O)(=O)c1ccc(Cl)c(C(=O)NCc2cccnc2)c1
    1% | -2% | -22% | 14% | -2 | -11% | 5% | 4% | 0%
> Cc1nc(-c2ccccc2)nc2[nH]ccc(=O)c12
    -2% | -1% | -6% | 5% | -5 | 3% | 3% | -6% | -7%
> S=C1CCSc2ccc(Cl)cc2N1
    2% | -4% | -4% | ? | -3 | -21% | 7%[11.4 µM] | 5% | 0%
> O=[N+]([O-])c1ccccc1S(=O)(=O)NCc1ccccn1
    nt | -3% | nt | 13% | 1 | nt | 1% | nt | -1%
> Fc1ccc(Br)cc1/C=N/n1cnnc1
    7% | -3% | -17% | 4% | -6 | 14% | -6% | -9% | 2%
> CC(C)(C)OC(=O)C[C@H]1C/C=C\C[C@@H](CC(=O)N[C@@H](CO)Cc2ccccc2)C(=O)N2CCC[C@H]2COC1=O
    8% | -4% | ? | 21% | -1 | 26% | 12% | -2% | 0%
> CCc1cccc(C)c1NC(=O)c1cc(S(=O)(=O)N2CCCCCC2)cn1C
    7% | -1% | -28% | 26%[57.1 µM] | -2 | -3% | 3%[57.1 µM] | 0% | -1%
> O=C(Cn1ccc([N+](=O)[O-])n1)Nc1nc2ccccc2s1
    3% | 1% | -12% | -19% | -11 | -3% | -15% | 6% | -2%
> CCCN(CCO)Cc1cccc(Oc2ccccc2)c1
    0% | -3% | -14% | 12%[57.1 µM] | -3 | 11% | 8%[57.1 µM] | -2% | 1%
> COc1cccc(CN(C(=O)Cn2nnc(-c3ccccc3F)n2)C(C(=O)NC(C)(C)C)c2ccncc2)c1 (stereo not given)
    7% | -5% | -6% | 21%[11.4 µM] | 3 | -42% | ? | -35% | -7%
> CN(C(=O)c1ccncc1)c1nnc(-c2cccnc2)s1
    -4% | 1% | -1% | -11% | -9 | 4% | -10% | -23% | -1%
> CC(C)CC1NC(=O)N(CCCCN2C(=O)c3ccccc3C2=O)C1=O (stereo not given)
    0% | 4% | -15% | 18%[57.1 µM] | -12 | -7% | -5% | 1% | -1%
> CCOc1ccc(C(=O)NC2CCN(C(=S)Nc3ccccc3C)CC2)cc1
    8% | -6% | -15% | 4% | -2 | -16% | 5% | -9% | 1%

Going on with the list:
Values run as follows: mIDH1 inhibitor | GRP78 ERSR act | USP1-UAF1 inh | TrxR1 inh | LDHA block | RGS4 inhibitor | TrxR1 substrate | Vif-A3F inh | Vif-A3G inh
> Cc1ccc(-c2ccc(SCC(=O)NC3CCCC3)nn2)cc1
    -1% | 5% | -7% | 10% | -3 | 17% | 2% | -7% | 1%
> Cn1c(-c2ccc(=O)[nH]c2)nc2ccccc21
    5% | 11% | -9% | 24%[57.1 µM] | -8 | -10% | 12%[57.1 µM] | -5% | 1%
> COc1cccc(CNC(=O)COC(=O)CCS(=O)(=O)c2ccc(C)cc2)c1
    3% | -2% | -8% | 13% | 0 | 6% | 7% | 1% | -1%
> O=C(NCCN1CCOCC1)NC1(C(F)(F)F)Oc2ccc(Cl)cc2O1 (stereo not given)
    4% | 3% | 2% | -5%[57.1 µM] | 16 | 14% | 9%[57.1 µM] | -10% | -15%
> CCOC(=O)c1c(C)nc(C(Cl)(Cl)Cl)nc1N
    0% | 7% | 2% | -4% | -3 | -3% | -6% | -13% | 1%
> O=C(/C=C/c1ccco1)Nc1cc(Cl)ccc1C(=O)O
    21% | 6% | -6% | 13µM* | -18 | -17% | -19% | 0% | -8%
> COc1ccc(N2CCCn3c2nc2c3c(=O)n(Cc3ccccc3)c(=O)n2C)c(OC)c1
    21% | 0% | -15% | 15%[57.1 µM] | -9 | 6% | 10%[57.1 µM] | -10% | -1%
> NC1=NC(=O)C(CC(=O)c2ccc(Cl)cc2)S1 (stereo not given)
    2% | -3% | -10% | ? | -3 | -45% | -8% | -11% | 2%
> CC1CN(C(=O)CCC(=O)NC2CCN(Cc3ccccc3)CC2)c2ccccc2O1 (stereo not given)
    22% | -6% | -11% | 22%[57.1 µM] | -8 | 9% | -2%[57.1 µM] | -1% | -1%
> COc1ccc(/C=C/C(O)=C2/C(=O)N(C)C3(C)CC2c2ccccc2O3)cc1 (stereo not given)
    -3% | -4% | -21% | -10% | -6 | -16% | 7% | 0% | -4%
> NC1=NCc2ccccc21
    -3% | -2% | 5% | 15% | 0 | -4% | 4% | -9% | 2%
> Cc1nn(Cc2ccccc2)c2sc(C(=O)NCc3cccnc3)cc12
    2% | -6% | -16% | 2%[57.1 µM] | -4 | 13% | 6%[57.1 µM] | 6% | -2%
> CCC(=O)N1CCCN(S(=O)(=O)c2ccc(C)cc2)C1c1ccc(OC)cc1 (stereo not given)
    -2% | 0% | -18% | 7% | -14 | 21% | -3% | -9% | 2%
> N=c1n(CC(=O)c2ccc([N+](=O)[O-])cc2)c2ccccc2n1Cc1ccccc1
    11% | -3% | 16% | -1% | -2 | -26% | -5% | 13µM* | ?
> Cc1ccc(-c2cc(NC(=O)C(C)Oc3ccc(C)c(C)c3)on2)cc1 (stereo not given)
    17% | -5% | ? | 12% | 3 | -8% | -3% | -6% | 0%

Other compounds:
Values run as follows: mIDH1 inhibitor | GRP78 ERSR act | USP1-UAF1 inh | TrxR1 inh | LDHA block | RGS4 inhibitor | TrxR1 substrate | Vif-A3F inh | Vif-A3G inh
> COC(=O)C(CCSC)NS(=O)(=O)c1ccccc1Br (stereo not given)
    nt | -2% | nt | -4% | nt | -12% | -3% | nt | -1%
> COc1ccc(S(=O)(=O)N(CC(=O)NCCC(C)C)c2ccccc2)cc1OC
    4% | -2% | -22% | 0%[57.1 µM] | -4 | -9% | -4%[57.1 µM] | 10% | 1%
> C=CCS/C(=N\n1cnc2ccccc2c1=O)N1CCCCC1
    4% | 2% | -18% | 13%[57.1 µM] | -6 | -21%[11.4 µM] | -8%[57.1 µM] | 0% | 1%
> CCOC(=O)c1c(NC(NC(C)=O)C(Cl)(Cl)Cl)sc(C(C)=O)c1C (stereo not given)
    10% | ? | -5% | -5% | 3 | -12% | -9% | 5% | -2%
> C[C@@H]1CN([C@@H](C)CO)C(=O)c2c(c3ccccc3n2C)-c2ccccc2CO[C@H]1CN(C)C(=O)C1CC1
    -5% | -5% | -4% | nt | -6 | nt | nt | 3% | -2%
> CC(/C=N\NC(=O)CN1CCN(Cc2ccccc2)CC1)=C\c1ccco1
    2% | -2% | -25% | -3% | -3 | 2%[11.4 µM] | -3% | 0% | 1%
> CC(C)c1ccccc1NC(=S)NN(Cc1ccccc1)c1ccccc1
    6% | -5% | -23% | -15% | -9 | 0% | -9% | nt | -10%
> Cc1[nH]c2ccccc2c1C(=O)COC(=O)C1CCC1
    -6% | -4% | -18% | -6% | -7&-1 | -16% | -9% | 1% | 2%
> COCCCN1C(=O)C(=O)/C(=C(/O)c2ccc(S(=O)(=O)N3CCOCC3)cc2)C1c1ccc(C)cc1 (stereo not given)
    1% | -2% | -4% | ? | 3 | 7% | -22% | 1% | -1%
> Cc1cccc(Cn2cnc3ccccc32)c1
    0% | 0% | -2% | -1% | 3 | 7% | -3%[57.1 µM] | -3% | 0%
> CC(C)(C)OC(=O)N1CC=C2C(C#N)=C(N)C(C#N)(C#N)C(c3cccs3)C2C1 (stereo not given)
    ? | -7% | ? | ? | -2 | ? | -1% | 0% | -29%
> O=C1CSC(c2cccc(F)c2)N1c1c(F)cccc1F (stereo not given)
    0% | 3% | -17% | 14% | -12 | 3% | -2% | 1% | -7%
> CC1CCC(NC(=O)CSc2nnc(-c3cccnc3)o2)CC1 (stereo not given)
    3% | -4% | -11% | 1% | -5 | -7% | -11% | -2% | -1%
> CC(C(=O)O)n1c(-c2ccn[nH]2)n[nH]c1=S (stereo not given)
    -3% | 2% | -16% | ? | -2 | -4%[11.4 µM] | -12% | 3% | 0%
> CC(C)Cc1cc(C(=O)NCCCN2CCOCC2)no1
    13% | -5% | -5% | 7% | 3 | -5% | 3% | 0% | 2%
> COC(=O)CCC(=O)N(CCN(Cc1ccccc1)C(=O)CCC(=O)OC)Cc1ccccc1
    6% | -1% | -16% | 3% | -4 | -8% | -2% | 2% | -3%
> O=C(C1CCCN(Cc2ccc3c(c2)OCO3)C1)N1CCCC1 (stereo not given)
    14% | -6% | -4% | 7%[57.1 µM] | -21 | 35% | 6%[57.1 µM] | 7% | -1%

A portion of the library (hit frequency here may not be typical).
